M1 PAM = human M1 muscarinic receptor positive allosteric modulators, primary screen, CHO-K1 cells, Fluo-8 calcium fluorescence, 1536-well; Muscarinic acetylcholine receptor M1 (Homo sapiens), P11229; CHO-K1 hM1, ACh EC20; 0% = ACh EC20, 100% = maximal ACh; activation, % at 3 µM; 0.088% of 360,000 active; AID 588819, 2011; in the data active = activation above about 19%, passing the limit was not always enough
Target sequence (P11229 whole entry, looked up): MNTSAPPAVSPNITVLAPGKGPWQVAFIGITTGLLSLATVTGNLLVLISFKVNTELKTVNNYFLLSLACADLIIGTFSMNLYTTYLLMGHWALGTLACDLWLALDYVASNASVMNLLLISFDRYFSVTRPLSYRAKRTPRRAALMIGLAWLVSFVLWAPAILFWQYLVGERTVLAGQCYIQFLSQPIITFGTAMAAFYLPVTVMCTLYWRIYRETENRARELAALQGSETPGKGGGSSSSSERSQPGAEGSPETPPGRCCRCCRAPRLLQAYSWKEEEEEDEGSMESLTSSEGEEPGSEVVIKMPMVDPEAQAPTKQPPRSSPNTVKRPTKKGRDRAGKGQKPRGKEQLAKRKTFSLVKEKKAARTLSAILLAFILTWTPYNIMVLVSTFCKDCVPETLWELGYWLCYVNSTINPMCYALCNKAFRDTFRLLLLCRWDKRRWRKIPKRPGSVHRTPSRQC
TAAR1 ag = human TAAR1 agonists, primary screen, Fluo-8 calcium fluorescence, CHO RD-HGA16 cells; AID 624467, 2012; Trace amine-associated receptor 1 (Homo sapiens), Q96RJ0; vehicle wells 0%, saturating PEA agonist 100%; activation, % at 3 µM; 0.99% of 360,000 active;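 active = activation above the mean activation of all test compounds in the run plus 3 SD, cut at about 38% in these data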
Target sequence (Q96RJ0 whole entry, looked up): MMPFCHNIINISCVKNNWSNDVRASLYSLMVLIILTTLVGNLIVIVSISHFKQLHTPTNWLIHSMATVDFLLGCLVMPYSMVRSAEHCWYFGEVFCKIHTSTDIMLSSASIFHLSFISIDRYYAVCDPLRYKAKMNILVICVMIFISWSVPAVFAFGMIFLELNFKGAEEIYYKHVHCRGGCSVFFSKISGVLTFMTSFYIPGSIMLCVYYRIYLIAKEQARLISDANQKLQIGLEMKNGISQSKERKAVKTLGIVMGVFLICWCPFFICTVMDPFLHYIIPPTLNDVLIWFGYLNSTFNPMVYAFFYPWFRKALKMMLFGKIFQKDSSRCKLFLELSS
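System: CHO-derived RD-HGA16 cells with stable Gα16 and human TAAR1. Times: 17-24 h plating, Fluo-8 75 min 37 °C, 30 min RT. Measured by: calcium-sensitive Fluo-8 signal, excitation 470-495, emission 515-575 nm. Read-out basis: % activation relative to PEA EC100 response. Control set: DMSO and PEA EC100. Repeats: no replicates (n 1).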
CHRM1 agonist = human M1 muscarinic receptor agonists, primary screen, Fluo-8 calcium fluorescence, CHO-K1 cells, HTS; AID 588814, 2011; activation, % at 3 µM; CHO-K1 hM1, agonist mode; 0% DMSO, 100% acetylcholine EC100; 0.33% of 360,000 active;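 active = activation above the run's mean compound activation plus 3 SD, cut at about 16% in these data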;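 also: peak over basal fluorescence ratio within a 140 s kinetic read after compound addition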
CHRM1 antagonist = human M1 muscarinic receptor antagonists, primary screen, CHO-K1 cells, Fluo-8 calcium fluorescence, 1536-well | Muscarinic acetylcholine receptor M1 (Homo sapiens), P11229 | CHO-K1 hM1, ACh EC80 antagonist | inhibition, % at 3 µM | 1.3% of 360,000 active | AID 588852, 2011;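 active = percent inhibition above its own plate's cutoff, namely the mean of that plate's compound wells plus 3 SD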;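 also: peak over basal fluorescence ratio during 140 s after agonist addition; 0% = ACh EC80 plus DMSO and 100% = DMSO alone without agonist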
CHO-K1 Ca ag = counter-screen for M1 agonists: effect in parental CHO-K1 cells. Fluo-8 calcium fluorescence; scaled to maximal ATP response, vehicle zero. activation, % at 3 µM. 0.48% of 360,000 active; in the data active = activation above about 15%;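 also: untransfected CHO-K1 host cells lacking M1 receptor as counterscreen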
CHO parental Ca = ATP-evoked calcium signal inhibitors, parental CHO, primary screen, counter-screen for OX1R antagonist project, cell-based, fluorescence, Fluo-8 calcium dye | parental CHO-K1, ATP-induced calcium, Fluo-8 fluorescence | 0.63% of 330,000 active | inhibition, % at 5.6 µM | AID 463079, 2010;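 active = inhibition above that plate's mean sample inhibition plus 3 SD, cut at about 26% in these data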;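 also: 0% = ATP-challenged DMSO wells and 100% = DMSO wells without ATP; some compounds past the cut are filed as inactive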
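Assay system: untransfected parental CHO cell line. Also added: ATP agonist challenge. Dosing: one dose, 5.6 µM nominal. Measured by: Fluo-8 fluorescence. Read-out: % inhibition. Benchmarks: ATP wells versus no-ATP DMSO wells. Repeats: no replicates.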
CHO-K1 Ca PAM = nonselective calcium activators in parental CHO-K1 cells, primary screen, counter-screen for M1 PAM project, cell-based, Fluo-8 calcium fluorescence, full deck, 1536-well. ATP EC20; 0% at ATP EC20, 100% at ATP max. activation, % at 3 µM. 0.02% of 360,000 active. AID 602247, 2012;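 active = activation above the run cutoff, the mean activation of all test compounds plus 3 SD, cut at about 40% in these data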;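 also: peak over basal fluorescence ratio in a 140 s read after ATP addition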
TAAR1 antag = human TAAR1 antagonists, primary screen, Fluo-8 calcium fluorescence, CHO RD-HGA16 cells | Trace amine-associated receptor 1 (Homo sapiens), Q96RJ0 | antagonist | inhibition, % at 3 µM | 1.5% of 360,000 active;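 active = inhibition above a per-plate cutoff, the mean inhibition of test compounds on that plate plus 3 SD, cut at about 49% in these data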;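 also: 0% = DMSO plus EC80 beta-PEA response and 100% = DMSO alone without agonist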
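test system = CHO RD-HGA16 cells bearing hTAAR1 | replication = singlicate | controls = DMSO-only wells and EC80 β-PEA-stimulated wells | reagent = EC80 β-phenethylamine stimulus | read-out basis = percent inhibition of PEA-evoked calcium signal, max/basal emission ratio | schedule = seeding 17-24 h prior, 75-min 37 °C, 30-min RT dye loading | signal = kinetic Fluo-8 calcium fluorescence measurement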
CHO-K1 Ca antag = M1 antagonist counterscreen hit in parental CHO-K1 cells. ATP-induced calcium, Fluo-8 fluorescence. inhibition, % at 3 µM. 0.6% of 360,000 active. AID 602250;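 active = inhibition above a per-plate cutoff, the plate's mean sample inhibition plus 3 SD, cut at about 24% in these data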;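 also: 0% = DMSO plus EC80 ATP and 100% = DMSO alone without ATP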
The depositor's hits bear a star; . = not tested or not shown. Some of the compounds tested, so the mix of outcomes need not match the whole.

Start of the listing, in advance:
Screens in order – M1 PAM, TAAR1 ag, CHRM1 agonist, CHRM1 antagonist, CHO-K1 Ca ag, CHO parental Ca, CHO-K1 Ca PAM, TAAR1 antag, CHO-K1 Ca antag
1	COc1ccc(CN2CCCC(C(=O)c3ccc(Cl)cc3)C2)c(O)c1 (stereo not given)
    -5, 6, -7, -1, 0.8, -17, 3, 0, -1
2	COc1ccc(-n2c(O)c(C=NCCCn3ccnc3)c(=O)[nH]c2=O)cc1
    5, 6, -4, -7, 0.0, -13, 12, -4, -6

Results, repeating the preview:
Screens in order – M1 PAM, TAAR1 ag, CHRM1 agonist, CHRM1 antagonist, CHO-K1 Ca ag, CHO parental Ca, CHO-K1 Ca PAM, TAAR1 antag, CHO-K1 Ca antag
1	COc1ccc(CN2CCCC(C(=O)c3ccc(Cl)cc3)C2)c(O)c1 (stereo not given)
    -5, 6, -7, -1, 0.8, -17, 3, 0, -1
2	COc1ccc(-n2c(O)c(C=NCCCn3ccnc3)c(=O)[nH]c2=O)cc1
    5, 6, -4, -7, 0.0, -13, 12, -4, -6
3	c1cc2c(cc1NC1=NCCO1)CCCC2
    -13, 7, -8, 6, -0.2, ., 10, -2, -10
4	COc1ccc(C(c2nnnn2-c2c(C)cccc2C)N2CCC3(CC2)C(=O)NCN3c2ccccc2)cc1 (stereo not given)
    -1, -1, -4, -15, 1.0, ., 18, -18, -14
5	COC(=O)C1=C(c2ccc(F)cc2OCc2ccccc2)C[C@@H]2CC[C@H]1N2C(=O)NCc1ccccc1Br
    -15, 8, -8, 10, -0.5, -24, 2, 3, -9
6	Cc1cccc(C)c1NC1=NCCCS1
    3, 4, -6, -28, 0.6, -9, 10, -20, -7
7	Cc1nn(CCC#N)c2c1P(=S)(N1CCCC1)OC(c1ccc(F)cc1)=N2 (stereo not given)
    -5, 2, 1, 6, -0.2, -1, -1, 2, -21
8	O=C1C2CCCN2C(c2cccs2)N1c1ccccn1 (stereo not given)
    0, 5, -3, 7, 0.1, 4, -6, -5, -2
9	O=C(Cn1ncc2c3ccccc3n(Cc3ccccc3F)c2c1=O)N1CCC2(CC1)OCCO2
    4, 12, -4, -1, 0.9, -11, 13, 3, -11
10	CCN1C(=O)NC(=O)/C(=C\c2cn(CC(=O)N3CCCCC3C)c3ccccc23)C1=O (stereo not given)
    3, ., 1, 0, 0.7, 0, -19, ., 4
11	O=C(CCC(=O)N1CCC2(CC1)OCCO2)Nc1nnc(C2CCCCC2)s1
    -1, 8, -1, 8, 0.5, -10, 14, -7, -3
12	CC(=O)/C=C/c1ccccc1
    2, 2, -4, -6, 0.0, -1, 4, -4, -2
13	OCCOCCO
    10, 1, -3, -16, 0.1, -3, 9, 6, 3
14	CN(C(=O)Oc1ccc(C(=O)c2ccc(Cl)cc2)cc1)c1ccccc1
    4, 3, -9, -5, 1.5, -25, 24, -17, -9
15	CCOC(=O)[C@]12Cc3cc(C)ccc3[C@H]1N(C1CCCCC1)C(=O)c1cc(OC)ccc12
    ., 3, ., ., 3.4, ., 8, -50, 25*
16	O=P(O)(O)COc1ccccc1O
    7, 20, -7, -24, 0.2, -1, 1, -31, -6
17	CC1=CC(=O)C2=C(C)CC(O)C3C(C)C(=O)OC3C12 (stereo not given)
    6, 0, -5, -6, 0.7, -2, 19, 2, -7
18	Cc1ccc(/C=C2\C(=O)NC(=O)N(CCc3ccc(F)cc3)C2=O)o1
    9, 26, -1, -2, 3.8, -1, 15, 26, 4
19	CCC(=NCc1ccco1)c1c(O)n(C2CCCCC2)c(=O)[nH]c1=O
    0, 11, -3, 1, 0.2, -16, 8, 4, -4
20	CC(=Nc1ccc2c(c1)CCC2)c1c(O)n(-c2ccccc2)c(=O)[nH]c1=O
    3, -1, -3, -10, 1.1, -22, 5, -21, -10
21	Cc1ccc(C(=O)O)cc1N=Nc1c(O)[nH]c(=O)[nH]c1=O
    4, 2, -2, -8, 1.0, -3, 6, -11, -19
22	BrCC1C[n+]2c(SCc3ccccc3)nc3sc4c(c3c2O1)CCCC4 (stereo not given)
    1, 1, -4, -6, 0.8, -8, 15, -33, -4
23	CN1CC(C(=O)c2ccc(F)cc2)C(c2ccc(F)cc2)C1 (stereo not given)
    -1, 3, -7, 1, 1.6, -12, 16, -8, -4
24	CCCC(C)C1(CC)C(=O)NC(=Nc2ccccc2OC)NC1=O (stereo not given)
    5, 5, -7, -10, 0.2, -7, 12, -7, -4
25	O=C1NC(=O)C(=Cc2ccc(N3CCN(C(=O)c4ccccc4)CC3)c([N+](=O)[O-])c2)C(=O)N1
    4, 4, -6, 3, 2.8, 10, 8, 7, 6
26	CCOP(=O)(OCC)C(O)c1ccc(OC)cc1OC (stereo not given)
    -2, 6, -4, 4, -0.4, 1, -9, -25, 15
27	O=C1NC(=O)C(Sc2ccccc2[N+](=O)[O-])C(=O)N1
    6, 1, -3, -5, 0.7, 8, 13, 1, -12
28	CCOC(=O)C1=C(N)Oc2cc(C)oc(=O)c2C12C(=O)N1c3c(cccc32)C(C)CC1(C)C (stereo not given)
    2, ., -4, 3, 1.1, -10, 2, ., -11
29	CN1C(=O)C(=Cc2ccccc2OCCOc2ccc([N+](=O)[O-])cc2)C(=O)N(C)C1=O
    0, 3, -12, -3, 3.3, -23, 19, -1, -5
30	CCCC(C)(COC(N)=O)COC(=O)NC(C)C (stereo not given)
    0, 0, -3, -24, 0.1, -4, 11, -1, -2
31	CCCCCCn1c(=O)c(C(=O)Nc2cccc(C)n2)c(O)c2ccccc21
    5, ., -1, -16, 0.1, -5, 19, ., -14
32	CC[N+]12CCC(CC1)C(C(O)(c1ccccc1)c1ccccc1)C2 (stereo not given)
    -23, 0, -6, 98*, 0.6, 2, 22, 3, -13
33	COC(=O)CSC1=NP(=S)(SCC(=O)OC)N2CCCC2=C1C#N (stereo not given)
    1, 3, -5, 1, 0.5, -11, 15, 6, 2
34	Cc1ccc(N)c(N)c1
    9, 0, -7, -12, 0.6, -18, 10, -1, -18
35	CN(C)P(=O)(N(C)C)N1CC1
    8, 1, -2, -13, 0.6, ., -4, -26, -10
36	CS(=O)(=O)c1ccc(C(=O)N2CCC(C(=O)O)(c3ccccc3)CC2)cc1
    4, -2, -2, -4, 0.2, 7, 1, -11, -13
37	COC(=O)C1=C(c2ccc(F)cc2OCc2ccccc2)C[C@@H]2CC[C@H]1N2C(=O)NCc1ccc([N+](=O)[O-])cc1
    -7, 6, -4, 20, 2.8, -29, 23, 58*, -14
38	CC(=O)CC(c1ccc2c(c1)OCO2)c1c(O)c2ccccc2oc1=O (stereo not given)
    2, 2, 0, -11, 0.4, ., 16, -9, -22
39	Cc1ccc(NP(=O)(Oc2ccccc2)Oc2ccccc2)cc1
    2, 1, -1, -9, 0.3, ., 15, -13, -4
40	CC(=O)N1CCN(CC(=O)Nc2ccc(C#N)c(Cl)c2)CC1
    6, 1, -3, -4, 0.6, -6, -10, 11, 3
41	NP(=O)(OCC(F)(F)F)Oc1cccc2ccccc12 (stereo not given)
    5, -2, -4, -3, -0.4, 22, -7, 13, 14
42	O=c1[nH]c(=O)n(C2CCCCCC2)c(O)c1C=NCC1CCCO1 (stereo not given)
    6, 7, -2, -30, 0.0, -17, 13, -1, -5
43	O=P(Oc1ccc(Cl)cc1)(N1CC1)N1CC1
    6, 1, 0, -15, 1.3, ., 5, -3, -18
44	CC(=O)NCC1=C(c2ccc3ccccc3c2)C[C@@H]2CC[C@H]1N2Cc1ccco1
    4, 1, -9, -10, 0.3, ., 16, -10, -13
45	O=C(C1CC(c2ccccc2O)=NO1)N1CCC2(CC1)OCCO2 (stereo not given)
    7, 11, -4, -11, 1.8, -6, 27, 19, -9
46	CCC(=O)Nc1ccc(N2CCN(CC)CC2)c(Cl)c1
    0, 1, -6, -2, 0.0, 3, -2, 15, -4
47	O=c1c2ccccc2nc(/C=C/c2ccccc2)n1-c1ccc(O)cc1
    6, 8, -1, 1, 3.0, -8, -7, 35, 3
48	COc1cccc(-n2c(C)nc3ccccc3c2=O)c1
    14, 8, -1, -8, 0.5, -1, -4, 0, 4
49	CC(C)CN(CC(C)C)c1ccc(C=C2C(=O)NC(=S)NC2=O)cc1[N+](=O)[O-]
    -19, 9, -11, 1, -0.8, -29, -14, 38, 18
50	CC(C)COc1ccc(Cc2c(O)[nH]c(=S)[nH]c2=O)cc1
    12, 7, -1, -16, 0.4, -10, 7, -2, 0
51	Nc1ncn[nH]1
    12, 0, -1, -22, 0.8, -4, 14, 11, -16
52	Cc1cccn2c(=O)c3c(nc12)N1CCc2ccccc2C1C1(C3)C(=O)NC(=O)N(C)C1=O (stereo not given)
    -6, 22, 1, 14, 5.0, -21, 20, 43, -5
53	Cc1ccc(OCCOc2cccc(C=C3C(=O)NC(=O)NC3=O)c2)cc1
    3, 4, -6, -2, -0.5, -2, 1, -3, -15
54	CC1CN=C(NCc2ccccc2Cl)S1 (stereo not given)
    -1, 2, -9, -1, 0.1, -3, -3, -7, 6
55	O=C(Cc1ccccc1)OCn1nnc2ccccc2c1=O
    9, 1, 1, -34, 1.3, 17, 3, -11, -17
56	Cc1cc(C(=O)Nc2ccccc2)nn1C(C)(C)C
    12, 2, -4, -19, 0.1, -5, 4, -14, -5
57	O=c1[nH]c(=S)n(Cc2ccco2)c(O)c1C=NCc1cccs1
    -1, 4, -5, -17, -0.4, 2, 10, 4, -6

Screening data deposited in PubChem BioAssay by The Scripps Research Institute Molecular Screening Center.
